# Cneo AK release – Cryptococcus neoformans cell lysis inducers, primary screen, AK release luminescence, single concentration; C. neoformans lysis, adenylate kinase release luminescence, 4 h; normalised: neutral wells 0, clomiphene wells 100; lysis activity, % at 15 µM; 0.2% of 360,000 active;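 active means mean lysis activity across replicates of at least 80%, whatever share of replicates individually reach that level; inactive means mean lysis activity below 80%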
#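 Assay system: Cryptococcus neoformans yeast cells / Dosing: single-point compound dose / Timing: 4 h at 37 °C static, read 1 h later / Measured by: luminescence of released adenylate kinase using an AK detection reagent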
# miR-122 sensor – miR-122 Renilla sensor signal increase in Huh7, primary screen, miR-122 inhibitor project, cell-based, single point, plate reader; Huh7 miR-122 Renilla luciferase sensor, 48 h; neutral wells = 0, positive control = 100; activation (reporter increase), % at 12.5 µM; 0.3% of 340,000 active; AID 602342, 2012;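 active means mean replicate activation score at least 90 and every replicate individually at or above 90; inconclusive means only one of the two criteria met; inactive means neither criterion met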;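 further: higher luciferase means less miR-122 activity so hits act as miR-122 inhibitors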
# RAD52 anneal inh – RAD52 DNA annealing inhibitors, primary screen, biochemical, FRET, single point, set 2. DNA repair protein RAD52 homolog (Homo sapiens), P43351. recombinant RAD52 DNA annealing, FRET fluorescence. inhibition, % at 18.7 µM. 0.46% of 360,000 active. AID 651710, 2012;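 active means every replicate showing at least 50% inhibition; inconclusive means mean inhibition at least 50% but not in every replicate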
# E-sel inducer – E-selectin induction in HUVECs, primary screen, imaging, HUVEC, immunofluorescence imaging, single point; activation, % at 7.58 µM; normalized: neutral wells 0, TNF-alpha wells 100; 0.37% of 260,000 active;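 active means mean E-selectin-positive cell signal at least 10% of the positive control, reached in at least 60% of replicates, without over 20% cell loss; inconclusive means no rule given, readout overlaps actives, possibly toxicity-flagged; inactive means the rest, including those meeting only one limit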;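 further: in these data hits start at about 27%; measured in HUVEC primary endothelial cells; signal is the percent of cells scored E-selectin positive by PE staining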
#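 Assay system: HUVEC primary endothelial cells. Input: 3,000 HUVEC seeded per well. Doses: one compound dose added by pin transfer. Read-out basis: % PE-positive cells. Benchmarks: TNF-alpha high, DMSO low. Detection: immunofluorescence imaging. Buffer or medium: EGM-2, gelatin.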
# PglD inh – C. jejuni PglD acetyltransferase inhibitors, primary screen, biochemical, DTNB colorimetric, single point. UDP-N-acetylbacillosamine N-acetyltransferase PglD (Campylobacter jejuni). 0.098% of 360,000 active. inhibition, % at 12.5 µM. AID 602405, 2012. purified PglD enzyme, DTNB colorimetric CoA detection; in the data active means inhibition above about 16%, passing the limit was not always enough; inconclusive means no clear call, values can overlap the other calls; further: strong numbers were not always called active
# RAD54 branch – inhibitors of human RAD54 branch migration, primary screen, biochemical, fluorescence, single point. DNA repair and recombination protein RAD54-like (Homo sapiens), Q92698. RAD54 Holliday junction branch migration, FAM/BHQ fluorescence. inhibition, % at 10.4 µM. 0.14% of 360,000 active. AID 602329, 2012;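 active means mean normalized replicate activity at least 40 and at least half of replicates scoring 40 or more; inconclusive means only one of the two criteria met; inactive means mean below 40 and under half of replicates reaching 40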;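 further: 0% = median of neutral control wells and 100% = median of positive control wells; inhibitors cause a drop in the FAM fluorescence signal; in these data hits start at about 50%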
# Target sequence (Q92698 whole entry, looked up): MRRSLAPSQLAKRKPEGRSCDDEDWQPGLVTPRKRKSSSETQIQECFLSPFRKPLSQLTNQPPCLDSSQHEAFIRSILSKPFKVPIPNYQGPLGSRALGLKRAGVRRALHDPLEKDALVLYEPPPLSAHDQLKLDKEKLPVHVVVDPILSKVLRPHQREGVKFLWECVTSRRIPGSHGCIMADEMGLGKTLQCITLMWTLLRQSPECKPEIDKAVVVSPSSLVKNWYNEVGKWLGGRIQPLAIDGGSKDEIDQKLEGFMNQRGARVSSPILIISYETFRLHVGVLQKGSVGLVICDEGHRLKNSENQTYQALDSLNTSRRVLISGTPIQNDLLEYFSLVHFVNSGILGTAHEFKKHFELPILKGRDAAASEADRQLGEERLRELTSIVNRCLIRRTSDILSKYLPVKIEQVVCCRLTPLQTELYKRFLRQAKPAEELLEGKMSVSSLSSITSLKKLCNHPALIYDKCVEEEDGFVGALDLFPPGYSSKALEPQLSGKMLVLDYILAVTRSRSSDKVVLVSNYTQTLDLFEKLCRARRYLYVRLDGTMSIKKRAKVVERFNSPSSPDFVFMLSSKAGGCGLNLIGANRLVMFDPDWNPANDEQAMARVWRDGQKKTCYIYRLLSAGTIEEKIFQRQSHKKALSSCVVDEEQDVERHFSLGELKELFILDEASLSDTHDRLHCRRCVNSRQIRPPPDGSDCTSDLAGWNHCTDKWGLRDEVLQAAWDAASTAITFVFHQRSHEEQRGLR
# PGC1a acetyl inh – inhibitors of PGC1a acetylation signal, primary screen, cell-based, U2OS, AlphaScreen, inhibitor mode | inhibition, % at 15.6 µM | AlphaScreen anti-acetyl-lysine; with virally co-expressed GCN5 acetyltransferase | 0.17% of 350,000 active | AID 651687, 2012;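 active means every replicate shows inhibition of at least 40%; inconclusive means mean inhibition at least 40% but some replicate below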;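 further: 0% = neutral control wells and 100% = positive control wells; some results beyond the cut were filed as inactive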
# ERAP1 inh – human ERAP1 aminopeptidase inhibitors, primary screen, biochemical, single point, plate reader; Endoplasmic reticulum aminopeptidase 1 (Homo sapiens), Q9NZ08; recombinant ERAP1, Leu-AMC fluorescence, 60 min; inhibition, % at 10.7 µM; 0.15% of 340,000 active; AID 652197, 2013;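 active means mean replicate inhibition of at least 30%, or all replicates individually reaching that 30% level; inactive means mean below 30% and not every replicate reaching it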;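 further: 0% = neutral control wells and 100% = L-leucinethiol positive control wells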
# An asterisk follows results filed as active; ? = inconclusive; nt = no result given; [ ] = remark or other dose.
SMILES,Cneo AK release,miR-122 sensor,RAD52 anneal inh,E-sel inducer,PglD inh,RAD54 branch,PGC1a acetyl inh,ERAP1 inh
Cc1cc(C)cc(OCC(=O)NN2Cc3ccccc3C2=N)c1,2.4,3.6,nt,nt,-4.5,3.6,-3.8,nt
CC1CCC(NC(=O)CC2Oc3ccccc3NC2=O)CC1 (stereo not given),-2.0,-6.6,-10.4,nt,-1.9,8.4,2.1,0.8
CSc1nc(C)c(CCO)c(=O)[nH]1,nt,-8.5,-15.3,nt,nt,nt,1.4,0.6
CCCSc1nc(NCc2ccco2)c2c3c(sc2n1)COC(C)(C)C3,5.6,14.2,nt,nt,-6.3,0.8,nt,nt
Cc1cc(C2=NNC(=Nc3ccc(S(=O)(=O)N4CCOCC4)cc3)SC2)c(C)n1CC1CCCO1 (stereo not given),nt,-4.8,-4.9,nt,nt,nt,25.9,-9.1
CC(C)c1ccc(NC(=O)C2CCC(CNC(=O)[C@@H]3Cc4ccccc4CN3)CC2)cc1 (stereo not given in full),0.5,nt,-14.8,nt,-1.3,-5.9,nt,-2.4
COc1cccc(NS(=O)(=O)c2ccc(C)c(C(=O)N3CCCCC3)c2)c1,-0.7,nt,-13.6,-0.1,1.0,2.0,nt,-0.4
C[C@@H]1CN([C@@H](C)CO)C(=O)c2cc(-c3ccccc3)cnc2O[C@H]1CN(C)C(=O)NC1CCCC1,2.7,-16.0[16.7 µM],-6.2,-0.3,-2.3,3.2,-1.6,2.8
CC(C)(C)c1ccc(OCC(=O)Nc2ccncc2)cc1,-1.5,0.5,-7.8,nt,1.3,-9.1,-19.3,-0.6
Cc1cc(C)c(C)c(S(=O)(=O)N2CCN(c3ccccn3)CC2)c1C,-5.3,4.7,-11.2,1.1,-2.9,1.9,0.4,-2.8
C[C@@H]1CCCCO[C@@H](CN(C)C)[C@H](C)CN([C@H](C)CO)C(=O)c2cc(NC(=O)Nc3ccccc3)ccc2O1,3.5,-3.9[16.7 µM],1.2,-0.1,2.6,10.2,1.6,0.4
COc1ccc(NC(=O)N(C)C[C@@H]2OCCCC[C@@H](C)Oc3ccc(NC(=O)NC(C)C)cc3C(=O)N([C@H](C)CO)C[C@@H]2C)cc1,-1.3,1.8[16.7 µM],3.9,0.1,0.2,0.4,-3.4,-1.3

# Ordered by value in RAD52 anneal inh (smallest number first): 3 of the compounds above.
molecule | RAD52 anneal inh
CC(C)c1ccc(NC(=O)C2CCC(CNC(=O)[C@@H]3Cc4ccccc4CN3)CC2)cc1 (stereo not given in full) | -14.8
COc1cccc(NS(=O)(=O)c2ccc(C)c(C(=O)N3CCCCC3)c2)c1 | -13.6
Cc1cc(C2=NNC(=Nc3ccc(S(=O)(=O)N4CCOCC4)cc3)SC2)c(C)n1CC1CCCO1 (stereo not given) | -4.9

# (listing goes on)
SMILES,Cneo AK release,miR-122 sensor,RAD52 anneal inh,E-sel inducer,PglD inh,RAD54 branch,PGC1a acetyl inh,ERAP1 inh
C[C@@H]1CN([C@@H](C)CO)C(=O)Cc2cc(NS(=O)(=O)c3cn(C)cn3)ccc2O[C@H]1CN(C)C(=O)Nc1ccc(F)cc1,-1.2,3.5[16.7 µM],-8.2,-17.9,2.3,6.7,5.6,-0.9
S=C(Nc1cccc(Cl)c1)NC1CCCCC1,12.7,28.5,nt,nt,-0.7,-8.3,-0.5,nt
Cc1ccc2c(c1)N(C(=O)CCC(=O)N1CCN(c3ccccn3)CC1)CCO2,-1.0,-2.5,-8.6,nt,0.3,4.8,-15.4,3.7
Cc1c(C)c2c(c(C)c1O)CC[C@@](C)(CCC[C@H](C)CCC[C@H](C)CCCC(C)C)O2,-1.4,-7.8,nt,-0.2,5.2,-3.0,-1.3,nt
O=S(=O)(N[C@@H]1CC[C@@H](CCNS(=O)(=O)c2ccccc2Cl)O[C@@H]1CO)c1ccccc1,46.0,nt,12.3,0.6,-3.0,-2.7,5.0,-1.8
Cc1ccc(C)c(OCC(=O)OCc2csc(CC(=O)Nc3ccccc3C)n2)c1,1.3,0.9,-48.9,0.0,-13.2,-3.6,10.7,2.8
N#CCCN(C(=O)Nc1ccccc1)c1ccccc1,0.4,-2.8,nt,nt,5.0,-0.8,-14.1,nt
Cc1cc(-c2ccccc2)nc(N/N=C/c2ccccc2F)n1,-1.3,-4.7,-11.6,?,5.4,5.4,14.9,0.0
CCC(C)c1ccc(S(=O)(=O)N2CCN3CCCC3C2)cc1 (stereo not given),2.5,3.1,-16.3,nt,1.3,-3.4,-24.6,-0.4
CCOC(=O)c1cnc2c(c(C)nn2CC)c1Cl,-3.3,3.6,-11.1,nt,-0.8,11.4,-0.5,-0.2
Cc1c(C(C)C)c(=O)n(-c2ccc(S(=O)(=O)NC3CC3)cc2)n1C,-0.7,3.4,-0.2,nt,6.3,-2.1,-17.3,0.8
COC(=O)c1c(C(=O)OC)c(-c2cccc(C)c2)n2c1CS(=O)(=O)C2,4.9,9.0,nt,nt,2.0,-1.5,-10.1,nt
O=C(COC(=O)c1cccc(F)c1)Nc1ccc(Cl)cn1,-2.2,-3.6,9.8,0.6,1.4,-3.2,1.8,-2.3
C[C@@H]1CN([C@@H](C)CO)C(=O)Cc2cc(NC(=O)Cn3cnnn3)ccc2O[C@@H]1CN(C)Cc1ccc(Oc2ccccc2)cc1,56.0,-4.3[16.7 µM],8.9,-6.8,0.5,-11.9,-3.6,2.0
O=C(O)[C@H](Cc1ccccc1)N1C(=O)c2ccncc2C1=O,-0.1,-3.4,nt,nt,-6.1,-2.2,-10.7,nt
Cc1csc(NC(=O)c2ccccc2C(=O)O)n1,-0.3,5.9,nt,nt,2.6,-1.1,3.1,nt
CCN(C(=O)CSc1nnnn1C)C1CCCCC1,-0.1,-6.9,-12.9,-0.7,-2.5,-5.7,nt,-0.5
O=C1C(O)=CC(=C(c2ccccc2)c2ccccc2)c2ccccc21,-3.5,-0.6,4.1,-0.5,0.8,-11.3,22.5,3.2
CNC(=O)C[C@H]1CC[C@@H]2[C@@H](COc3ccc(NS(=O)(=O)c4ccccc4C)cc3C(=O)N2C)O1,8.4,3.0[16.7 µM],10.1,0.0,1.3,-5.0,-2.0,0.6
COc1cc(C(=S)N2CCOCC2)ccc1OS(=O)(=O)c1ccc(Cl)cc1,0.7,-6.4,-2.7,0.2,-0.3,-5.7,-2.4,5.7
OC(CCN1CCCCC1)(c1ccccc1)c1ccccc1,3.4,-7.8,-4.9,2.2,6.1,13.1,0.5,0.2
COc1ccnc(Oc2cc(Cl)cc(Cl)c2)c1C#N,0.5,3.8,-2.5,nt,4.9,0.1,-3.1,5.4
NS(=O)(=O)c1cc(C(=O)O)c(NCc2ccco2)cc1Cl,0.3,-2.7,-8.2,2.0,5.5,-6.5,nt,-0.8
COc1ccc(S(=O)(=O)N(C)C[C@H]2OCCCC[C@@H](C)Oc3ccc(N(C)C)cc3C(=O)N([C@@H](C)CO)C[C@@H]2C)cc1,-2.4,-6.5[16.7 µM],-72.5,-0.2,-0.1,-6.4,-5.4,-2.7
Nc1[nH]n(-c2ccccc2)c(=O)c1N=Nc1ccc2c(c1)OCCO2,2.1,-11.0,-4.9,nt,1.4,7.2,nt,0.4
O=C(Nc1cnccc1C(F)(F)F)NC1CCCCC1,-0.1,3.7,-8.8,-0.2,-10.1,5.8,nt,2.2
C[C@@H]1CN([C@@H](C)CO)C(=O)Cc2cc(NC(=O)Nc3cccc4ccccc34)ccc2O[C@@H]1CN(C)Cc1ccc(Cl)c(Cl)c1,3.1,-7.6[16.7 µM],0.9,-1.2,-0.4,-3.8,-5.3,-2.4
CCOC(=O)CSc1ccc(S(=O)(=O)N(CC)CC)cc1[N+](=O)[O-],-1.1,nt,-25.2,0.8,-5.1,-10.0,0.5,-3.2
O=C(NCc1cccc(C(F)(F)F)c1)C1CC(c2c(Cl)cccc2Cl)=NO1 (stereo not given),-0.5,nt,0.1,0.6,12.4,1.2,nt,nt
COc1ccc(NC(=S)N2CCC(Cc3ccccc3)CC2)cc1OC,3.3,0.7,-13.4,-0.1,11.7,0.8,-2.1,4.7
Cc1cc(F)ccc1S(=O)(=O)Nc1ccc(C(=O)N(C)Cc2ccco2)cc1,-2.1,20.3,-5.4,1.8,-7.8,3.3,3.7,-1.7
COCCn1c(SCC(=O)c2ccc(F)cc2)nnc1C(C)C,5.9,-3.5,nt,nt,0.4,-15.7,2.8,nt
C[C@@H]1CN([C@@H](C)CO)C(=O)Cc2cc(NS(=O)(=O)c3ccccc3)ccc2O[C@@H]1CN(C)CC1CC1,0.5,-1.0[16.7 µM],-1.9,nt,5.1,8.1,-4.4,2.4
O=C(Cn1c(=O)c(=O)n(Cc2ccccc2)c2ccc(Cl)cc21)Nc1cccc(F)c1,-2.3,-4.8,nt,nt,0.3,9.6,9.1,nt
CCOC(=O)c1ccc(S(=O)(=O)N2CCC(C(=O)O)CC2)cc1,-4.6,3.3,8.1,nt,10.9,-8.1,nt,2.5
COc1ccc(-c2csc(NC(=O)C3CC(=O)N(Cc4ccccc4)C3)n2)cc1OC (stereo not given),3.3,-6.0,-30.8,-0.2,-6.7,10.2,-34.8,1.7
COc1ccccc1Nc1ccc(NS(=O)(=O)c2ccc(C(C)=O)cc2)cc1,-2.5,26.4,6.8,0.1,-4.7,8.6,nt,-0.3
c1ccc(CCNc2ncnc3nc[nH]c23)cc1,-0.7,0.4,nt,nt,3.3,5.1,16.6,nt
Cc1ccc(N(CC(=O)NCc2ccc3c(c2)OCO3)S(C)(=O)=O)cc1,2.9,-7.5,nt,nt,2.7,-1.7,8.2,nt
Cc1ccc(C(=O)Nc2cccc(C(=O)NCc3ccccc3)c2)cc1,0.3,7.0,-5.4,-0.9,2.6,-4.9,-3.1,1.0
CCCNC(=O)N1CC2(CCN(CC3CCCCC3)CC2)c2c(n(C)c3cc(OC)ccc23)[C@@H]1CO,nt,nt,18.9,-0.1,nt,nt,-5.1,-0.3
COCCn1c(SCC(=O)Nc2nc(C)c(Cl)cc2Cl)nc2ccccc21,5.8,-1.3,nt,nt,5.3,2.0,4.2,nt
CC(C)C(C)(C#N)NC(=O)CSc1ncnc2sc(-c3ccccc3)cc12 (stereo not given),6.9,2.6,-10.7,nt,-0.9,0.6,-10.7,3.2
CCOc1ccc(NC(=O)N(CCN2CCOCC2)Cc2ccc3c(c2)CCCN3CC)cc1,0.3,-2.3,nt,nt,-3.3,-0.1,-1.5,nt
Cc1ccc(NC2=NC(c3ccccc3)n3c(nc(C)cc3=O)N2)cc1 (stereo not given),-5.8,5.9,nt,nt,-1.5,-1.3,nt,nt

# Assay outcomes deposited in PubChem by Broad Institute.
